Fluorescein autfl: compound fluoresces in the fluorescein spectral region | Compound autofluorescence, 480/540 nm, fluorescein-equivalent; active compounds read high | max fluorescein-equivalent concentration, M | 0.91% of 59,000 active | AID 593; in the data active means max fluorescein-equivalent concentration above about 10 nM; inconclusive means between about 1.1 nM and that limit
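Spectral profiling of library compounds in the fluorescein window (480 nm excitation, 540 nm emission) after 15 min at room temperature in pH 8.0 Tris (100 mM). Values are dye-equivalent concentrations.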
Hsp90 Hop PPI: changes Hsp90-Hop TPR2A binding signal, up or down; AlphaScreen TPR2A-His6 binding biotin-Hsp90 C-terminal peptide; Potency, µM (titrated, usually from 57 µM), for the others: at the highest dose activity change, negative = inhibition; 0.44% of 71,000 active; AID 595; active means well fitted curve in either direction with a large enough effect; inconclusive means small, poorly fitted or top-dose-only effect, or another doubt; further: potency means the concentration at half of the fitted maximal effect; on the % scale 0 is the no-effect control and ±100 the full control effect; many of its hits are not listed in these tables
HBB splicing: hemoglobin beta splicing modulation | HBB splicing reporter cell assay, activation; EGFP reporter with mutant IVS2-654 intron; response scale: normalised to 500 nM splice-correcting PNA | Potency, µM (highest dose often 46.1 µM), without a hit: at the highest dose activation, hits mostly activators | 0.06% of 65,000 active | AID 925; further: potency means the concentration at half of the fitted maximal effect; 0% is about no effect
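Compounds were applied for 2 days to HeLa EGFP-654 cells, 500/well in Optimem with 2% FCS. The reporter's EGFP is disrupted by mis-splicing of beta-globin intron IVS2-654. Readout: summed well GFP fluorescence from 488 nm laser scanning; reference was 500 nM antisense […] 654 PNA.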
TexasRed autofl: compound fluoresces in the Texas Red spectral region; Compound fluorescence, Texas Red channel, 547/618 nm; active compounds read high; max dye-equivalent concentration, M; 0.06% of 59,000 active; AID 587; in the data active means max dye-equivalent concentration above about 10 nM; inconclusive means between about 1.1 nM and that limit
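qHTS profiling of intrinsic compound fluorescence; 100 mM Tris pH 8.0; 15 min RT; ex 547 / em 618 nm; response expressed as Texas Red dye-equivalent concentration from six-point plate standard.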
Pol III holo inh: blocks replication by bacterial DNA polymerase III holoenzyme | reconstituted DNA polymerase III holoenzyme replication, biochemical | Potency, µM (titrated, usually from 57.1 µM), for inactives: at the highest dose activity change, negative = inhibition | 0.25% of 71,000 active | AID 603; further: potency means the concentration at half of the fitted maximal effect; on the % scale 0 is the no-effect control and ±100 the full control effect
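Reconstituted *E. coli* holoenzyme (0.35 nM Pol III, 1 nM beta, 154 nM SSB, 2 nM primase) was preincubated with compound for 15 min at RT. Synthesis on 1.4 nM ssM13Gori ran 35 min, then was stopped with PicoGreen/EDTA and read as dsDNA fluorescence.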
HADH2 inhib: inhibitors of human HADH2 dehydrogenase. recombinant HADH2, NADH fluorescence, beta-hydroxybutyryl-CoA. 3.4% of 73,000 active. Potency, µM (titrated, usually from 57.1 µM), for the others: at the highest dose activity change, negative = inhibition, hits mostly inhibitors. Q99714; further: potency means the concentration at half of the fitted maximal effect; on the % scale 0 is the no-effect control and ±100 the full control effect; nearly all actives have a fitted effect of over 60% in size; many of its hits are not listed in these tables
Target sequence (Q99714 whole entry, looked up, one chain of several): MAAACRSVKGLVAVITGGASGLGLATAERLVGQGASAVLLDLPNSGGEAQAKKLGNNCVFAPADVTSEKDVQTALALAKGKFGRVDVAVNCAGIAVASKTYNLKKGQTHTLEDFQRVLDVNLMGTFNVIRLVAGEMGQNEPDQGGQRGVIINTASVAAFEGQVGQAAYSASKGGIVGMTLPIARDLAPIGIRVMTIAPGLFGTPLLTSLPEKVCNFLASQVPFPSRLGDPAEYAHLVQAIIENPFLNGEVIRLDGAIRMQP
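E. coli-expressed His-tagged HADH2 tested at 20 nM in alkaline Tris buffer (pH 9.0); oxidation of 90 uM beta-hydroxybutyryl-CoA with 1 mM NAD+ tracked fluorimetrically for 4 min.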
Rhodamine autofl: rhodamine region autofluorescence; Rhodamine-region fluorescence, 547/598 nm, Tris buffer; active compounds read high; max dye-equivalent concentration, M; 0.05% of 59,000 active; in the data active means max dye-equivalent concentration above about 11 nM; inconclusive means between about 1.1 nM and that limit
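Read-out is relative fluorescence at 547 nm excitation and 598 nm emission, expressed as dye-equivalent concentration using rhodamine standards on every plate. Each compound was profiled across a concentration series after 15 min in 100 mM Tris, pH 8.0.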
Epigenetic mod: derepresses silenced GFP locus in mouse C127i cells. mouse C127i GFP locus derepression, cytometry, 30 h. Potency, µM (top dose mostly 46.1 µM), without a hit: at the top dose GFP derepression (activation). 0.09% of 68,000 active. AID 597; further: % of control where 0% means no effect
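Derepression screen: silenced CMV-GFP reporter in murine C127i cells, 30 h compound incubation at 37 C, washed cells imaged by laser-scanning cytometer to enumerate GFP-expressing objects of 20 to 120 um.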
4-MU autofl: compounds fluorescent in 4-MU spectral region; compound autofluorescence, 340/450 nm, 4-MU equivalents; active compounds read high; max dye-equivalent concentration, M; 11% of 59,000 active; in the data active means max dye-equivalent concentration above about 10 nM; inconclusive means mostly about 1.1 nM to 9.6 nM
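Intrinsic fluorescence at 340/450 nm (ex/em) was read after 15 min at room temperature in pH 8.0, 100 mM Tris. Each compound concentration expressed as 4-MU-equivalent concentration from a six-point 4-MU standard series on each plate.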
15-hLO inh: inhibitors of human 15-lipoxygenase (ALOX15). 1.4% of 74,000 active. purified 15hLO-1, xylenol orange hydroperoxide absorbance. Potency, µM (series often up to 57.1 µM), inactives show at the highest dose activity change, negative = inhibition, most hits filed as inhibitors. P16050; further: potency means the concentration at half of the fitted maximal effect; on the % scale 0 is the no-effect control and ±100 the full control effect; nearly all actives have a fitted effect of over 55% in size
Target sequence (P16050 whole entry, looked up): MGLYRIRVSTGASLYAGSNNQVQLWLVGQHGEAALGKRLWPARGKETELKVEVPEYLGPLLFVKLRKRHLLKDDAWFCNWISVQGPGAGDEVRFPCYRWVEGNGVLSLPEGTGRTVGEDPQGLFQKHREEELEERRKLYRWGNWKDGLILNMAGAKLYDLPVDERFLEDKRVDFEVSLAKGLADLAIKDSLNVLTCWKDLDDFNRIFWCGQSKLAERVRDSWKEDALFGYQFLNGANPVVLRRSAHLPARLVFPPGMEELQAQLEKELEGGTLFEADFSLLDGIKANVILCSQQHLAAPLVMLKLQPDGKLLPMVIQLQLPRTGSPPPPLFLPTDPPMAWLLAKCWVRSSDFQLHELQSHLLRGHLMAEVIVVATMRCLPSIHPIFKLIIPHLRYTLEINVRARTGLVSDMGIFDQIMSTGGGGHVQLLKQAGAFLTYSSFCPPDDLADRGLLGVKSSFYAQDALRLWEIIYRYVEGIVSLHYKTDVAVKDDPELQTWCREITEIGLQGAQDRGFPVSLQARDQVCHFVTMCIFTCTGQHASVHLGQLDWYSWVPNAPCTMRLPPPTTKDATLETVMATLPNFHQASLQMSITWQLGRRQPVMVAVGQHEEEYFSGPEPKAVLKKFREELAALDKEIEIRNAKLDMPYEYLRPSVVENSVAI
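Purified human 15hLO-1 (40 nM final) in 25 mM Hepes pH 7.5, 0.01% Triton X-100 was preincubated with compound 15 min at room temperature, then reacted 6 min with 50 uM arachidonic acid; hydroperoxide detected by Fe-XO, 573/405 nm absorbance ratio.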
UbGFP stabilizer: ubiquitin-GFP accumulation via proteasome inhibition | 67,000 tested, under 10 active | AID 526 | Ubiquitin-GFP reporter cells, proteasome inhibition, GFP fluorescence; response scale: untreated = 0%, 10 µM MG-132 = 100% | Potency, µM (highest dose often 45.9 µM), inactives show top-dose activation (GFP accumulation), most hits filed as activators; active means well fitted activation curve with a large enough effect, not every such curve was filed as active; inconclusive means small, poorly fitted or top-dose-only effect, or another doubt; inactive means no such curve, though single readings can be large or run the other way; further: potency means the concentration at half of the fitted maximal effect
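GFP accumulation read-out: laser plate cytometry counting ubiquitin(G76V)-GFP-expressing U2OS cells after 4 hr compound exposure at 37 °C. Titrations spanned 46 uM to 2.9 nM; 0% = basal, 100% = 10 uM MG-132; concentration-response curves fitted.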
Active calls of the source: *; i = inactive; u = inconclusive; x = no result given; [ ] = remark or other dose. Unless noted, the call rests on the fitted dose curve; in most records, active means well fitted curve in the direction sought with a large enough effect; inconclusive means small, poorly fitted or top-dose-only effect, or another doubt; inactive means no such curve, though single readings can be large; an effect the other way counts as inactive or inconclusive. Not all compounds are listed (hit frequency here may not be typical).

smiles	Pol III holo inh	Fluorescein autfl	HBB splicing	Hsp90 Hop PPI	15-hLO inh	Rhodamine autofl	4-MU autofl	UbGFP stabilizer	TexasRed autofl	Epigenetic mod	HADH2 inhib
Cc1cc(NC(=O)CCCC(=O)N(CC(=O)NCCc2ccccc2)Cc2ccc(F)cc2)no1	-5%	i	x	-7%	-8%	i	i	0%	i	-2%	21%
O=C(Nc1ccc(F)cc1)C1CCN(c2nnnn2-c2ccccc2)CC1	-1%	i	0.2%[57.5 µM]	-2%	12%	i	i	-1%	i	0%	10%
CC(C)(C)NC(=O)CN(C(=O)CS(=O)CC(=O)Nc1ccc(F)cc1)c1ccc(F)c(Cl)c1 (stereo unspecified)	-3%	i	-0.1%[57.5 µM]	-1%	10%	i	i	-2%	i	7%	2%
N#Cc1ccc(COC(=O)Cn2nnc(-c3ccccc3)n2)cc1	-6%	i	-0.1%[57.5 µM]	4%	-12%	i	i	3%	u	-4%	14%
O=C(c1ccco1)N1CCN(C2CC(=O)N(c3ccc4c(c3)OCO4)C2=O)CC1 (stereo unspecified)	2%	i	0.0%	-3%	5%	i	i	3%	i	-4%	-11%
O=C1NC(c2ccccc2)(C(F)(F)F)SC2=CCCCCN12 (stereo unspecified)	-5%	u	-4.0%	-1%	2%	i	i	1%	i	-1%	-7%
N[C@H](C(=O)O)c1ccc(C(=O)O)c(O)c1	-3%	x	x	-2%	-14%[25.6 µM]	x	x	-3%	x	-1%	32µM*
O=C(COC(=O)CN1C(=O)c2ccccc2C1=O)Nc1ncc(Cl)cc1Cl	-5%	u	-4.0%	-3%	-8%	i	i	1%	i	-1%	1%
COc1cc(OC)c(OC)cc1CN(C)CCc1ccccn1	-9%	i	-0.6%	-5%	-12%	i	i	-3%	i	4%	-11%
Cc1cc(C)nc(SCc2nnc(SCC(=O)Nc3ccccc3C)n2Cc2ccco2)n1	-3%	i	3.3%	-1%	-7%	i	i	5%	u	0%	5%
O=S(=O)(NCCOc1cccc2cccnc12)c1ccc(F)cc1	-4%	i	-0.5%	-3%	5%	i	i	-5%	i	0%	10%
COC(=O)c1ccc(NC(=O)Cn2nnc3ccccc32)cc1	-2%	i	-0.2%[57.5 µM]	1%	4%	i	i	1%	i	-1%	16%
Cc1nc2ccccc2nc1N1CCCCC1	1%	x	-0.2%	6%	-6%	x	x	-4%	x	-2%	-2%
N=C1C(c2ccccc2)=C(O)CN1c1ccc2c(c1)OCO2	1%	u	-0.3%[57.5 µM]	-4%	-3%	i	i	2%	u	-2%	-4%
COCCNC(=O)CCCn1c(=O)c2ccccc2n(CC(=O)NCCC2=CCCCC2)c1=O	1%	i	1.2%	u	8%	i	i	-5%	i	0%	4%
C=CCNS(=O)(=O)c1sccc1/C=N/O	-9%	x	-0.7%[9.22 µM]	-1%	4%	x	x	22%	x	0%	-3%
CCOc1ccccc1N(CC(=O)O)S(=O)(=O)c1ccc(C)cc1	-6%	i	-0.5%	-4%	3%	i	i	-4%	i	u	11%
CCC(C)(C)NC(=O)C(c1cccn1C)N(C(=O)Cn1nnc2ccccc21)c1ccc(F)cc1 (stereo unspecified)	-2%	i	x	-2%	-1%	i	i	2%	i	0%	14%
COc1ccc(NC(=O)N2CC[C@@]3(CCCN(C(=O)c4c(C)noc4C)C3)C2)cc1	-6%	i	2.0%	-6%	-5%	i	i	-5%	i	5%[9.22 µM]	-3%
C=CCOC(=O)Nc1ccc(Cl)cc1NC(=O)OCC=C	1%	u	-0.6%[57.5 µM]	-1%	-8%	i	i	0%	i	8%	4%

Two records drawn at random from those above, as already listed:
smiles	Pol III holo inh	Fluorescein autfl	HBB splicing	Hsp90 Hop PPI	15-hLO inh	Rhodamine autofl	4-MU autofl	UbGFP stabilizer	TexasRed autofl	Epigenetic mod	HADH2 inhib
COC(=O)c1ccc(NC(=O)Cn2nnc3ccccc32)cc1	-2%	i	-0.2%[57.5 µM]	1%	4%	i	i	1%	i	-1%	16%
CCOc1ccccc1N(CC(=O)O)S(=O)(=O)c1ccc(C)cc1	-6%	i	-0.5%	-4%	3%	i	i	-4%	i	u	11%

Remaining list, next part:
smiles	Pol III holo inh	Fluorescein autfl	HBB splicing	Hsp90 Hop PPI	15-hLO inh	Rhodamine autofl	4-MU autofl	UbGFP stabilizer	TexasRed autofl	Epigenetic mod	HADH2 inhib
Cc1c(-c2ccc(Cl)cc2)noc1C1CCN(CCc2ccccc2)CC1	-3%	x	x	0%	-25%[25.6 µM]	x	x	-2%	x	4%	3%
Cc1nnc(NC(=O)C(C)Oc2ccc3c(C)cc(=O)oc3c2)s1 (stereo unspecified)	6%	i	-0.2%	u	2%	i	i	5%	i	3%	-11%
CC(=O)c1sc(-c2c(C)nc3sccn23)nc1C1CCCC1	5%	i	-2.5%	4%	-5%	i	2e-08M*	-12%	i	-2%	8%
CCN(CC)C(=O)Cn1c(=O)n(Cc2ccccc2Cl)c2c1c(=O)n(C)c(=O)n2C	-5%	u	-0.4%	-1%	-1%	i	i	0%	u	2%	5%
COc1ccccc1NC(=O)c1cccc(NC(=O)c2ccco2)c1	-3%	u	-1.6%	-6%	5%	i	i	12%	i	2%	-3%
COc1cccc(C(=O)NC2CCSC2=O)c1 (stereo unspecified)	-1%	i	-0.1%[57.5 µM]	0%	8%	i	i	2%	i	-1%	-9%
COc1ccc(OCC(O)Cn2c(Br)nc3c2c(=O)[nH]c(=O)n3C)cc1 (stereo unspecified)	0%	i	x	1%	-3%	i	8.2e-08M*	1%	i	2%	4%
O=C(Nc1cccc(Cn2cccn2)c1)c1cc2c(s1)CCCC2	5%	i	0.4%	6%	-17%	i	i	4%	i	4%	-14%
CNCCCC12CCC(c3ccccc31)c1ccccc12	-5%	u	0.0%[20.6 µM]	-2%	u	i	i	8%	u	-2%[20.6 µM]	-18%
O=C(Nc1ccccc1N1CCN(C(=O)c2ccccc2)CC1)c1cc2ccccc2o1	-1%	i	1.0%	-2%	-11%	i	u	5%	i	0%	u
CCOC(=O)c1ccccc1NC(=O)Cn1cnc2c(cnn2-c2ccccc2)c1=O	1%	i	5.4%	-2%	4%	i	i	1%	i	-1%	-3%
C=CCOc1nc2c(c(=O)n(C)c(=O)n2C)n1Cc1ccccc1Cl	x	u	x	x	x	i	i	x	i	0%[20.6 µM]	x
COCCNC(=O)c1nn(-c2cc(OC)cc(OC)c2)c(=O)c2ccccc12	-4%	i	-0.1%	-3%	-6%	i	i	11%	i	1%	7%
Cc1cccc(NC(=O)c2cnc3ccccn3c2=O)c1	-2%	x	-0.3%	0%	7%	x	x	2%	x	x	-1%
CC1(C)CC(=O)C(C(=O)CCCCC(=O)C2C(=O)CC(C)(C)CC2=O)C(=O)C1	1%	i	-1.1%	-2%	0%	i	u	-9%	i	-3%	-3%
Cc1noc(C)c1C(=O)OCC(=O)Nc1ccccc1C(=O)NC(C)c1ccccc1 (stereo unspecified)	-2%	i	-0.3%[57.5 µM]	1%	0%	i	i	-2%	i	2%	-1%
CN(CC(=O)NC1CCCCC1)S(=O)(=O)c1cccc2nsnc12	-3%	i	-1.3%	-7%	4%	i	i	-5%	i	0%	0%
Cc1ccc(-n2ncc(C(=O)O)c2C2CCN(C(=O)OC(C)(C)C)CC2)cc1	2%	i	-3.7%	-4%	3%	i	i	-18%	i	-3%	-2%
CCOC(=O)C1C(=O)NC(N2CCOCC2)=NC1C(C)C (stereo unspecified)	0%	u	2.0%[57.5 µM]	1%	6%	i	i	3%	i	-2%	-3%
O=C(CCSCCc1ccccn1)Nc1ccccn1	1%	u	0.7%	-3%	7%	i	i	-5%	i	0%	-8%
CCN(CC)C(=O)c1sc2nc(-c3ccccn3)[nH]c(=O)c2c1C	-4%	i	-2.9%	7.9µM*	20%	i	3.9e-08M*	-4%	i	12%	32µM*
CC(C)(C)Sc1ccc(N)nc1	-5%	u	-0.2%[57.5 µM]	0%	-22%	i	u	-6%	i	2%	-9%
CCOc1ccc(C(C)=O)cc1N1C(=O)C2C3C=CC(C3=C(C)C)C2C1=O (stereo unspecified)	-2%	i	-0.8%	-1%	-10%	i	i	0%	i	0%	-9%
CCCCNC(=O)C(c1ccc(OCC(=O)OC)c(C(=O)OC)c1)N(Cc1ccccc1)C(=O)CCCCCN1C(=O)NC(c2ccc(-c3ccccc3)cc2)C(C(=O)OCc2ccccc2)=C1C (stereo unspecified)	2%	x	-0.7%	-7%	-9%	x	x	x	x	x	-4%

From PubChem BioAssay
